Screens as filed in PubChem.
mHTT CaM bind: disrupts binding of mutant huntingtin to calmodulin; P42858; AID 1671202; AlphaScreen His-mHTT/GST-CaM binding, luminescence; 190,000 compounds, 3.6% hits; inhibition, % at 15 µM;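 note: 0% = both proteins with DMSO and 100% = one protein alone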
Pf apPOL inh: Pf-apPOL DNA polymerase inhibition. 210,000 compounds, 0.25% hits. AID 1794808. inhibition, % at 10 µM. Recombinant Pf-apPOL, molecular beacon fluorescence, 1.5 h
Active calls of the source: *; i = inactive; nt = no result given; & = joins results of further samples. Cut-off read from the data, not from the text of the source: active = inhibition above about 50%; inactive = the rest. An excerpt, so the mix of outcomes need not match the whole.

canonical_smiles	mHTT CaM bind	Pf apPOL inh
Cn1c(=O)c2c(nc(N3CCCCC3)n2C)n(C)c1=O	5	-4
O=C(COc1ccc(Br)cc1)Nc1ccccc1C(F)(F)F	-57	-1
Cc1scc2nc(C(C)C)nc(N3CCC(C(=O)N4CCOCC4)CC3)c12	22	-8
O=C(c1ccc(Cl)cc1)N1CCCCC1CCN1CCOCC1 (centres undefined)	-2	-9
Cc1ccc(Cn2cc(CN3CC(N4CCN(C)CC4)CS3(=O)=O)nn2)cc1 (centres undefined)	-12	-6
COc1ccc(N2CCN(C(=O)C3CCN(c4cc(=O)n(C)c(=O)n4C)CC3)CC2)cc1	47	0
O=C(Cc1cccs1)N1CCn2c(nnc2-c2ccccc2)C1	3	-3
CC1CCCN(C2CCN(Cc3cccc(Cl)c3)CC2)C1 (centres undefined)	2	-8
COc1ccc(-c2cc3nc4c(c(=O)n3[nH]2)CN(C(=O)Cc2ccsc2)CC4)cc1	1	7
CCN1C(=O)c2cccnc2Sc2cc(NC(=O)Cc3cccc(F)c3)ccc21	20	-15

Structures from the list above with an aryl methoxy group (two):
canonical_smiles	mHTT CaM bind	Pf apPOL inh
COc1ccc(N2CCN(C(=O)C3CCN(c4cc(=O)n(C)c(=O)n4C)CC3)CC2)cc1	47	0
COc1ccc(-c2cc3nc4c(c(=O)n3[nH]2)CN(C(=O)Cc2ccsc2)CC4)cc1	1	7

(cont.)
canonical_smiles	mHTT CaM bind	Pf apPOL inh
Cc1c(N=Cc2cc([N+](=O)[O-])ccc2N2CCOCC2)c(=O)n(-c2ccccc2)n1C	18	1
COc1ccc(C2(C(=O)N3CCCCC3)CCCC2)cc1OC	1	-6
O=C(Nc1cccc(F)c1)N1CCc2nc[nH]c2C1	2	0
NC(=O)c1cc2cc(Cl)ccc2oc1=Nc1cccc(C(F)(F)F)c1	6	3
CCC(CC)NC(=O)c1cc(-c2ccc3c(c2)OCO3)on1	1	3
CS(=O)(=O)N(C(=O)NC(=O)Nc1ccc(Cl)cc1)c1ccc(Cl)cc1	0	1
O=C(COC(=O)c1cccc(I)c1)c1ccccc1	nt	-4
CC(C)c1ccc(NC(=S)NC2CC3CC2C2C=CCC32)cc1 (centres undefined)	nt	-7
O=C(Cc1ccc(Br)cc1)Nc1nc2c(s1)CCCC2	6	-2
COc1ccc(C=C2Oc3cc(OC(=O)C(C)C)cc(C)c3C2=O)cc1OC	-2	0
O=C1OCCN1C(=O)[C@H]1[C@H](c2ccc([N+](=O)[O-])cc2)C(c2ccc(F)cc2)=NN1c1ccccc1	54*	-8
COc1ncccc1C(=O)NCCCn1nc(-c2ccc(F)cc2)ccc1=O	-12	-8
CC1CCN(C(=O)c2cnn3ccc(C4CCN(C(=O)C(C)C)CC4)cc23)CC1	8	-2
O=C(CCS(=O)(=O)c1ccc(Br)cc1)NCCCN1CCc2ccccc2C1	-3	-1
O=c1c(-c2ccccc2)coc2cc(OCCN3CC4CC(C3)c3cccc(=O)n3C4)ccc12 (centres undefined)	8	-18
CCc1ccc(C2CC(c3cccc(OC)c3)n3nnnc3N2)cc1 (centres undefined)	4	-8
O=C(Nc1ccc2c(c1)CCCN2S(=O)(=O)c1cccs1)c1cccs1	0	-8
CN1C(=O)C(=Cc2cn(Cc3ccccc3Cl)c3ccccc23)C(=O)N(C)C1=O	0	6
COc1ccc(C(=O)N2CCCC2C(=O)NCCc2csc(C)n2)cc1OC (centres undefined)	2	-1
CCCN(CCC)C(=O)c1cc2c(n(-c3ccc(Cl)c(Cl)c3)c1=O)CC(C)(C)CC2=O	-1	-1
COc1ccccc1CCC(=O)N1CCC(c2nc3ccncc3n2C)C1 (centres undefined)	4	-8
CSC(=Nc1ccccc1F)Nc1ccccc1F	nt	2
CCN1CCN(CCNC(=O)C2CCCN(c3ncc(-c4cccc(F)c4)cn3)C2)CC1 (centres undefined)	0	-4
Cc1nc(C(C)C)nc2c1CCC(=O)N2CCN1CCCC1	23	-7
COc1cccc(C2C(C#N)=C(N)OC3=C2C(=O)CCC3)c1 (centres undefined)	0	-7
COc1ccccc1N1CCN(C(=O)c2ccoc2C)CC1	6	0
Cc1ccc2c(c1)OCC(SCC(=O)Nc1ccc(F)c(Cl)c1)=N2	-2	-3
CCCCNc1cc(-n2nc(C)cc2C)ncn1	2	-9
CCC1C(=O)OC(c2ccc(Cl)cc2)C(C)(C)C1=O (centres undefined)	-1	-2
CC(C)Cn1c(=N)c(C#N)cc2c(=O)n3ccccc3nc21	nt	-13
O=C(NCC1CCN(C2CCCC2)CC1)C(=O)Nc1cccnc1	-8	6
CCc1cc2c(cc1C(=O)c1ccccc1)OCCO2	-59	-8
CN(C)S(=O)(=O)c1ccc(C(=O)NCc2ccc3[nH]c4c(c3c2)CCCC4)cc1	29	-6
CC(C)(C)c1cc(C(C)(C)C)cc(S(N)(=O)=O)c1	-5	-21
N#CC1=C(N)OC2=C(C(=O)CCC2)C1c1ccccc1C(F)(F)F (centres undefined)	-2	3
COc1ccc(NC(=O)Nc2nnc(-c3ccncc3)s2)cc1	2	-11
COc1ccc(C(=O)CC2(O)C(=O)Nc3ccc(Br)cc32)c(OC)c1 (centres undefined)	1	-7
Cc1ccc2c(c1)C(C)(C)C1(CCCC(=O)N1)N2C (centres undefined)	nt	-10
O=C(Cn1c(=O)[nH]c2ccsc2c1=O)N1CCN(c2ccccn2)CC1	4	-5
O=C(Nc1cnc(-c2cccc(Cl)c2)nc1)C1CCCC1	-13	-1
COc1cc(NC(=O)CN2C(=O)C(c3ccccc3)=NC23CCC(C)CC3)cc(OC)c1 (centres undefined)	0	-6
Cc1cccc(N2C=C(C(=O)N3CCCCC3)S(=O)(=O)c3ccccc32)c1	1	2
Fc1cccc2sc(OC3CCNCC3)nc12	-18	2
O=C(NC1CS(=O)(=O)CC1Cl)c1cccc(C(F)(F)F)c1 (centres undefined)	-5	1
CCNc1cc(N2CCC(CCC(=O)N3CCCN(c4ncccn4)CC3)CC2)ncn1	-4	-7
C=CCNC(=O)c1ccc(-c2cccc([N+](=O)[O-])c2)o1	0	2
COc1ccc(Br)cc1CN1C(=O)CCC1(C)C(=O)NC1CCCCC1 (centres undefined)	-9	-10
COc1ccc(N2CCN(C(=O)c3cccc(OC)c3)CC2)cc1	4	2
Cc1ccc(S(=O)(=O)N2CCC(C(=O)O)CC2)cc1	-10&4	-1&-1
Fc1cccc(C2C=C(c3ccc(Cl)cc3)Nc3ncnn32)c1 (centres undefined)	-1	-3

7 neighbouring compounds already listed, for reference:
canonical_smiles	mHTT CaM bind	Pf apPOL inh
COc1cc(NC(=O)CN2C(=O)C(c3ccccc3)=NC23CCC(C)CC3)cc(OC)c1 (centres undefined)	0	-6
Cc1cccc(N2C=C(C(=O)N3CCCCC3)S(=O)(=O)c3ccccc32)c1	1	2
Fc1cccc2sc(OC3CCNCC3)nc12	-18	2
O=C(NC1CS(=O)(=O)CC1Cl)c1cccc(C(F)(F)F)c1 (centres undefined)	-5	1
CCNc1cc(N2CCC(CCC(=O)N3CCCN(c4ncccn4)CC3)CC2)ncn1	-4	-7
C=CCNC(=O)c1ccc(-c2cccc([N+](=O)[O-])c2)o1	0	2
COc1ccc(Br)cc1CN1C(=O)CCC1(C)C(=O)NC1CCCCC1 (centres undefined)	-9	-10

Next part.
canonical_smiles	mHTT CaM bind	Pf apPOL inh
CC(=O)Nc1ccc(CNc2ccc(C)cc2)cc1	16	0
CCCN(CCC)CC(=O)Nc1cccc2c1OCO2	-11	1
COCCn1c(C2CCN(C(=O)Cc3ccc(OC)cc3)C2)nc2cccnc21 (centres undefined)	4	-6
COc1cc(/C=C2/C(=O)ON=C2C)ccc1OCCc1ccccc1	20	0
O=C(Cn1c(CO)cnc1SCc1ccc(Cl)c(Cl)c1)NC1CC1	20	-7
O=C(NCc1ccccc1)C1CCCN(c2nnc3ccc(Cl)cn23)C1 (centres undefined)	8	-6
Cc1ccc(-c2cc3c(=O)n(CC(=O)N4CCCc5ccccc54)ccn3n2)cc1	18	-1
O=S(=O)(c1cccc(F)c1)N1CCC(Nc2cccnc2)C1 (centres undefined)	0	-1
CC1Oc2ccccc2C=C1C=C1Oc2cc(OC(=O)N3CCOCC3)ccc2C1=O (centres undefined)	5	-19
Cc1ccoc1C(=O)Nc1ccccc1	-3	0

Next section; the last 2 above are carried over.
canonical_smiles	mHTT CaM bind	Pf apPOL inh
CC1Oc2ccccc2C=C1C=C1Oc2cc(OC(=O)N3CCOCC3)ccc2C1=O (centres undefined)	5	-19
Cc1ccoc1C(=O)Nc1ccccc1	-3	0
COc1ccccc1C1CC(c2ccc(Br)cc2)Nc2nc(N)nn21 (centres undefined)	47	0
O=C(C1CC1)N1CCc2sc(S(=O)(=O)NCc3cccs3)cc2C1	-4	4
CCn1c(SCc2ccccc2F)nnc1-c1cccc([N+](=O)[O-])c1	14	-5
CC1CN(C(=O)c2c(F)cccc2F)CC1c1nc(-c2ccncc2)no1 (centres undefined)	-2	-4
CCCc1c(C)nc2ccc(OC)cc2c1SCCC(=O)O	5	-1
COCCN1CC(C(=O)NCc2ccccc2C)CC1=O (centres undefined)	-2	2
O=c1[nH]c(C=C2C=Nc3ccc(Br)cc32)c(O)n1Cc1ccc(Br)cc1	93*	0
COCC(=O)Nc1ccc(Nc2ccccc2)cc1	47	-13
CC(=O)Nc1ccc(S(=O)(=O)N2CCC(Oc3ccc(-n4cnnn4)cc3)CC2)cc1	-2	-10
O=C(c1ccc(F)cc1)N1CCC(COc2ccccc2C(=O)N2CCOCC2)CC1	-3	-2
CC(=O)N1CCCC(c2ccnc(-c3ccc(C)cc3)n2)C1 (centres undefined)	-4	-5
CCCCC[C@@H](C)N1C[C@@H](COCc2ccccc2)Oc2cc(N3CCC[C@@H]3CO)ccc2S1(=O)=O	22	-6
COc1cc(NC(=O)c2ccc([N+](=O)[O-])cc2)ccc1NC(=O)c1cc2ccccc2o1	2	-7
CN(Cc1ccccc1)C1CC(=O)N(c2ccc(Br)cc2)C1=O (centres undefined)	-7	10
O=C(O)Cc1ccc(-n2c(=O)[nH]c3ccsc3c2=O)cc1	-3	-5
CSc1ccc(/C=C2/N=C(c3cc(C)ccc3[N+](=O)[O-])OC2=O)cc1	3	-1
O=C(Cn1c(=O)oc2cc(Cl)ccc21)Nc1ncn[nH]1	-2	-2
O=C(Nc1ccccc1C#Cc1ccccc1)c1cccc([N+](=O)[O-])c1	4	-38
Cc1ccc(-c2ncccc2O)cc1[N+](=O)[O-]	-6	1
O=C(Nc1nc(-c2ccccn2)cs1)c1nc2ccccc2s1	100*	-76
Cc1ccc(NS(=O)(=O)c2cccc(C(=O)Nc3cccc([N+](=O)[O-])c3)c2)cc1	23	0
Cc1ccc(/C=N/n2c(C)nnc2C)o1	i	nt
CC1=C(C(=O)OC(C)C)C(c2cc(C(C)(C)C)c(O)c(C(C)(C)C)c2)NC(=O)N1 (centres undefined)	-3	-2
COc1ncc(C(=O)Nc2cc(C)ccc2F)c(C)n1	-8	-2
O=C(NC1CCCC1)c1cc2ccccc2c(=O)s1	3	-3
CN(C)CCNCC12CC3CC(CC(C3)C1)C2	3	0
COc1ccc(C)cc1S(=O)(=O)N1CC(C)OC(C)C1 (centres undefined)	3	-5
O=C(c1cn2c(n1)COCC2)N1CCN(c2cccc(Cl)c2)CC1	18	-2
O=S(=O)(c1ccccc1)c1nc(-c2ccc(Br)cc2)oc1N1CCOCC1	24	0
COc1ccc(-c2nnc(NC(=O)c3ccc(S(=O)(=O)N4CCCCC4)cc3)o2)cc1	-1	74*
O=C1/C(=C/c2cccs2)CC/C1=C\c1cccs1	23	-4
C[C@H]1CCC(=O)N([C@H](CSc2ccc(Br)cc2)Cc2ccccc2)CC1	-12	-3
NC(=O)C1=CN(Cc2ccc(Cl)cc2)CCC1C(F)(F)F (centres undefined)	nt	-17
Cc1ccc(N2CC(C(=O)N3CCN(c4ccccc4F)CC3)CC2=O)cc1 (centres undefined)	-7	-5
Cc1cccc(N2CCN(C(=O)c3noc4c3CC(C)CC4)CC2)c1C (centres undefined)	-16	1
CCn1c(=O)n(C2CCCCC2)c(=O)c2c3c(sc21)CCCC3	2	nt
Cc1cc(/C=C(/C#N)C(N)=S)c(C)s1	12	nt
COc1cc(NC(=O)N2CCCC2c2ccc(C)cc2)cc(OC)c1OC (centres undefined)	1	-1
O=C(NCCOc1ccc(F)cc1)c1c(F)cccc1Cl	-13	2
O=C1CCC(=O)N1CNc1ccccc1OC(F)(F)F	nt	-5
Cc1c(-c2ccc(/C=C3\SC(=N)NC3=O)o2)ccc([N+](=O)[O-])c1C	41	2
CCn1ccc(C(=O)Nc2ccc(S(=O)(=O)Nc3ccccc3OC)cc2)n1	10	5
O=C(O)C1C2C=CC(C2)C1C(=O)Nc1ccccc1F (centres undefined)	-4	-1
Cc1cc(NC(=O)C(C)C)ccc1Br	-9	0
CCc1cc(C2CCCN2C(=O)c2ccn(C)n2)on1 (centres undefined)	8	-10
Cc1cc(C)cc(NC(=O)Cn2nc(N3CCCC3)c3ccccc3c2=O)c1	-6	-2
CCN(CCN(C)C)Cc1cccc(Cl)c1Cl	-4	3
COC[C@@H]1CCCN1[C@@H]1CS(=O)(=O)N[C@H]1COCc1ccccc1	-1	-3
O=C(Nc1nccs1)C12CC3CC(CC(C3)C1)C2	-8&-8	1
Cc1cc(C)cc(C(=O)Nc2nc(C)cc(C)c2-c2noc(C)n2)c1	0	1
CCOc1ccc(-n2nc(C(=O)Nc3cccc(C(F)(F)F)c3)c3ccccc3c2=O)cc1	-11	5
O=C1S/C(=C\c2ccc(O)cc2)C(=O)N1c1cccc(O)c1	19	-3
